# 697 NFkB inh: inhibitors of PMA/ionomycin-induced NF-kB reporter, 697 cells, primary screen, B-cell NF-kB inhibitor project, cell-based, luminescence, uHTS | 697 B-cell NF-kB luciferase reporter, 16 h | inhibition, % at 4 µM | hit rate 0.33% among 330,000 | AID 435022, 2010; in the data active = inhibition above about 35%
# CHOP UPR activ: activators of apoptotic CHOP UPR arm, primary screen, cell-based, CHO-CHOP luciferase reporter, luminescence, uHTS | UPR activation; percent of tunicamycin response over DMSO baseline | activation, % at 10 µM | hit rate 0.34% among 330,000;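 active = at 10 µM dose, activation of 40% or more, normalized to positive control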;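 note: 100% = tunicamycin at 10 µg/mL and 0% = DMSO alone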
#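 System: CHO-CHOP luciferase reporter cell line; amount: 500 cells/well; buffer or medium: F12 medium containing 10% fetal bovine serum; incubation: 6 h compound exposure at 37 °C after overnight seeding; measured by: luciferase luminescence after 10 min with Steady-Glo reagent; evaluation: % reporter activation, DMSO baseline versus tunicamycin full activation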
# Jurkat NFkB inh: inhibitors of induced NF-kB luciferase reporter, primary screen, TCR NF-kB activation inhibitor project, cell-based, luminescence, uHTS. inhibition, % at 4 µM. AID 435003, 2010. Jurkat, PMA/ionomycin-induced NF-kB luciferase reporter. hit rate 0.53% among 330,000; in the data active = inhibition above about 50%
# CCR6 antag: CCR6 receptor antagonists, primary screen, cell-based, CHO-K1, luminescence, beta-arrestin, uHTS. C-C chemokine receptor type 6 (Homo sapiens), P51684. CHO-K1 CCR6 PathHunter beta-arrestin, CCL20-stimulated. inhibition, % at 20 µM. hit rate 0.49% among 340,000. AID 493098, 2011;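 active = compounds whose inhibition of the agonist-driven luminescence signal at 20 µM reaches about 50%, limit read from the data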;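 note: cells stimulated with CCL20 at 14 nM final; plate controls were DMSO with CCL20 for no effect and DMSO without agonist for full effect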
# Target sequence (P51684 whole entry, looked up): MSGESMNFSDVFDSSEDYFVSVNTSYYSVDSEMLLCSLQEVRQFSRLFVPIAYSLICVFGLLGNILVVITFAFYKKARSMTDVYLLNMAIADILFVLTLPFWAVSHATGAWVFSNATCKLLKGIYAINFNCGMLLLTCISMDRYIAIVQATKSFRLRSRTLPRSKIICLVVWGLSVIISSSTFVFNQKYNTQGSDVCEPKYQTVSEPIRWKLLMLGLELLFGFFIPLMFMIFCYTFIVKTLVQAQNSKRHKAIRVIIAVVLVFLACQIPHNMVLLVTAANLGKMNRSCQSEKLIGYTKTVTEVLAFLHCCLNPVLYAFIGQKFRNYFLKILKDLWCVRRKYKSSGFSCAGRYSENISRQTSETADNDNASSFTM
# XBP1 UPR activ: activators of adaptive XBP1 UPR arm, primary screen, cell-based, CHO-XBP1 luciferase reporter, luminescence, uHTS; activation, % at 20 µM; hit rate 0.33% among 330,000; IRE1-XBP1 UPR activation; percent of tunicamycin response, DMSO as zero;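 active = versus positive control, 20 µM dose yields 30% or more activation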;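 note: 100% = tunicamycin at 10 µg/mL and 0% = DMSO only wells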
#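 Test system: CHO-XBP1 luciferase reporter cells | Buffer or medium: Serum-containing F12 medium, 10% FBS | Schedule: 6 h compound exposure at 37 °C, 5% CO2 | Detection: Steady-Glo luciferase glow luminescence, 10 min after reagent addition | Read-out basis: Activation, % of tunicamycin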
# Mdm2 MdmX PPI: inhibitors of human Mdm2-MdmX association, primary screen, cell-based, luminescence, split luciferase, SaOS-2, uHTS | Protein Mdm4 (Homo sapiens) + E3 ubiquitin-protein ligase Mdm2 (Homo sapiens), … | SaOS-2 split-luciferase Mdm2/MdmX complementation | inhibition, % at 8 µM | hit rate 3% among 330,000 | AID 485346, 2010;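 active = inhibition of at least 50% at 8 µM in the primary screen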
# CXCR6 block: CXCR6 receptor inhibitors, primary screen, cell-based, beta-arrestin, luminescence, CHO-K1 PathHunter, 1536-well; inhibition, % at 20 µM; hit rate 0.36% among 360,000; C-X-C chemokine receptor type 6 (Homo sapiens), O00574; in the data active = inhibition above about 34%, passing the limit was not always enough;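 note: antagonist mode with CXCL16 agonist at 10 nM final; 0% = 10 nM CXCL16 with DMSO and 100% = unstimulated wells without agonist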
# Target sequence (O00574 whole entry, looked up): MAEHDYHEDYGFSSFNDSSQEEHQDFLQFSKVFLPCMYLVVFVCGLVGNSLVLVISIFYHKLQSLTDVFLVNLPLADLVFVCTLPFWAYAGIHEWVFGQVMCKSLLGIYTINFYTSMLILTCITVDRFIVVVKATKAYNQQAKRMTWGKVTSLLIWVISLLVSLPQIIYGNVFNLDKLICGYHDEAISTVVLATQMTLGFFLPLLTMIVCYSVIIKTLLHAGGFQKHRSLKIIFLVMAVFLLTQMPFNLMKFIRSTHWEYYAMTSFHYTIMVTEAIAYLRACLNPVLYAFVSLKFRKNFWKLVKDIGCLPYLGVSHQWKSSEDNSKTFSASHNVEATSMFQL
# EBI2 block: EBI2 receptor antagonists, beta-arrestin recruitment, primary screen, cell-based, luminescence, 7a,25-OHC stimulation, uHTS; 7a,25-OHC stimulated; inhibition, % at 5 µM; hit rate 0.81% among 360,000; AID 651636, 2012; in the data active = inhibition above about 38%;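 note: enzyme fragment complementation signal reports receptor beta-arrestin coupling in cells; 0% = agonist plus DMSO wells and 100% = wells without agonist; some results beyond the cut were filed as inactive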
# Target sequence (P32249 whole entry, looked up, the tested form may be a part): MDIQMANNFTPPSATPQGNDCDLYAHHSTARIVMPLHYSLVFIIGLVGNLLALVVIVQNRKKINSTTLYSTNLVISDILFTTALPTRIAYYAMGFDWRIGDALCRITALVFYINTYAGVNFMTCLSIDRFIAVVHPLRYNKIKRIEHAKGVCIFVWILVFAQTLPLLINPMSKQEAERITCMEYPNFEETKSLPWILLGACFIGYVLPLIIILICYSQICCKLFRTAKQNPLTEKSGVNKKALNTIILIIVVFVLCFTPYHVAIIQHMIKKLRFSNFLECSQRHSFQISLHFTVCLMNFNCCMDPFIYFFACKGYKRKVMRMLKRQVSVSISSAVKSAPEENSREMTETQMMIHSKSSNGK
# Gli-Sufu antag: Gli-Sufu pathway antagonists, primary screen, luciferase luminescence, Sufu-KO-LIGHT cells, uHTS; inhibition, % at 5 µM; Sufu-KO-LIGHT fibroblasts, Gli luciferase reporter luminescence; hit rate 0.74% among 340,000;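 active = inhibition above about 55%, limit read from the data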;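 note: 0% = DMSO-treated cells and 100% = wells with medium but no cells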
# * = called active by the depositor; nt = no result given.
SMILES,697 NFkB inh,CHOP UPR activ,Jurkat NFkB inh,CCR6 antag,XBP1 UPR activ,Mdm2 MdmX PPI,CXCR6 block,EBI2 block,Gli-Sufu antag
CCCC(=O)Nc1ccc(Cl)c(NC(=O)C(C)(C)C)c1,3.1,1.4,1.7,-6.5,0.9,5.6,-3.0,-3.4,4.3
COC(c1ccccc1)(c1ccccc1)C(Oc1nccc(C)n1)C(=O)O (stereo not drawn),-1.5,-0.9,-5.0,1.3,136.5*,-5.7,3.9,-6.0,-15.3
CC(=O)Nc1ccc(S(=O)(=O)N2CCC(C(N)=O)(N3CCCCC3)CC2)cc1,-1.1,-0.8,-14.1,4.9,1.3,2.7,-4.6,5.1,55.2*
C/C=C(\C)C(=O)NCCN1C2=NC[C@H](Cc3ccccc3)N2C[C@@H]1Cc1ccc(OC)cc1,7.7,1.8,-1.5,-6.0,-1.4,-17.8,-0.1,-8.5,10.2
N#Cc1ccc(S(=O)(=O)NCC(=O)OCC(=O)NCCc2ccccc2)cc1,7.2,0.4,2.5,-5.0,-0.4,7.7,-0.8,-15.2,-0.2
Cc1nnc(SCC(=O)N(C(C)C)C(C)C)[nH]c1=O,5.6,0.7,3.3,3.4,-2.2,14.3,4.9,-5.8,1.3
O=C(COc1ccccc1)NC(=S)Nc1cccc(NC(=O)c2ccccc2Cl)c1,13.8,0.1,11.7,30.9,0.1,20.8,9.5,-8.5,3.2
COc1ccc(CNC(=O)C2Cc3cc(S(=O)(=O)N4CCCC4)ccc3N2C(C)=O)c(OC)c1 (stereo not drawn),-9.1,1.4,-2.1,20.0,-0.6,11.4,-1.4,-10.2,-12.3
CCO[C@H]1OC(C(=O)NC2CC2)=C[C@@H](C2CC2)[C@@H]1CCCO,1.2,-0.4,10.1,1.9,-0.8,5.1,0.8,-2.2,28.5
C=CCn1nc2n(c1=O)-c1ccccc1SC2,10.6,1.6,0.1,5.5,0.7,10.2,-5.4,-2.1,1.2
Cc1cccc(NC(=O)CN2CCN(C(=O)c3ccc(OCc4cn5ccccc5n4)cc3)CC2)c1C,6.4,-1.0,9.2,5.7,-3.4,-5.4,0.6,-0.4,-1.1
O=C(N/N=C/C(Br)=C/c1ccccc1)c1cccnc1,-76.4,16.2,11.0,12.0,9.6,29.9,4.7,3.7,-2.8
O=C1CCc2cc(NS(=O)(=O)c3ccccc3)cc3c2N1CCC3,-0.3,0.1,-3.5,7.4,-0.5,16.5,-12.6,-15.3,3.7
COc1ccc(N2CCC(CNC(=S)Nc3ccc(C)cc3C)C2)cc1 (stereo not drawn),16.8,0.4,12.8,13.1,-1.6,11.1,-4.5,13.3,-3.9
O=C(CSCc1c(Cl)cccc1Cl)Nc1ccc2c(c1)OCCO2,-7.1,-0.6,-22.5,22.2,-0.6,-17.0,2.6,-3.9,-0.3
O=C(COC(=O)/C=C/c1cccc(Cl)c1Cl)Nc1ccc2[nH]c(=O)[nH]c2c1,-10.1,-2.0,-4.0,6.7,-0.7,2.0,-0.5,2.1,-9.1
CCN1C(=O)[C@@H]2[C@@H](c3ccc(-c4ccc(F)cc4)cc3)N3CCCC[C@@]3(C(=O)OC)[C@@H]2C1=O,8.5,2.3,29.9,5.4,0.0,46.2,7.9,18.2,-15.5
O=Nc1c(-c2cccc([N+](=O)[O-])c2)nc2ncccn12,13.3,130.9*,12.2,nt,8.6,42.9,1.4,18.5,nt
O=C(NC(=S)Nc1ccc(Cl)c(C(=O)O)c1)c1cncc(Br)c1,2.6,-0.1,24.2,42.6,0.6,-6.8,24.2,-5.8,2.3
COc1ccccc1-c1noc(CCCC(=O)Nc2ccc(C(N)=O)cc2)n1,-17.0,-0.7,-6.6,5.3,-0.7,9.6,6.7,2.0,1.4
Cc1cc(NC(=O)CSCC(=O)N2CCN(c3cccc(C)c3C)CC2)no1,-2.2,-1.1,1.7,5.0,-3.5,3.8,4.7,0.8,10.5
O=C(O)CN=C(NS(=O)(=O)c1ccc(Cl)cc1)c1ccccc1,-29.3,1.0,-11.1,-1.6,1.2,-39.9,-2.3,-5.0,5.9
O=C(Cn1nnc(-c2cccs2)n1)NNC(=O)c1ccccc1Cl,-1.7,1.6,-3.9,-2.8,-0.9,9.0,1.0,-1.2,7.2
CC(C)Cn1cc(C(=O)NC2CCN(Cc3ccccc3)CC2)c2c3ccccc3n(C)c2c1=O,10.5,0.5,5.5,nt,-2.9,32.3,nt,nt,nt
COc1ccc(N2C(=O)C(Cl)=C(Oc3cccc(OC)c3)C2=O)cc1,-9.7,93.9*,-15.6,97.3*,-5.5,23.3,32.2,12.7,-0.4
COC(=O)c1cccc(NC(=O)c2cccnc2)c1,-1.0,-0.4,0.7,-0.3,-0.1,3.5,-5.0,-5.1,22.6
COc1ccc(C(=O)N(c2ccccc2)c2nccc3ccccc23)cc1OC,nt,nt,nt,0.3,nt,nt,12.3,4.8,-3.8
COc1ccc(N2CC(C(=O)OCC(=O)c3ccc(C)cc3)CC2=O)cc1 (stereo not drawn),-0.1,-2.4,-2.9,3.5,-0.2,26.2,-4.7,-4.5,-9.7
COc1ccc(-c2cc(=O)oc3cc(O)ccc23)cc1,4.7,-0.8,-9.9,2.1,2.4,62.8*,-15.2,3.5,-0.7
Cn1c(=O)c(C(=O)CN2CCCCC2)c(N)n(Cc2ccccc2)c1=O,8.5,0.0,-5.2,-1.9,-0.7,-0.6,-3.0,-10.4,10.4
Fc1ccc(-c2ccc(-c3nn4c(-c5ccco5)nnc4s3)o2)cc1,-17.3,2.5,4.4,8.7,4.9,-10.2,-4.5,-57.1,-12.3
Cc1ccc(C)n1-c1ccc(C(=O)O)cc1,1.6,-2.2,-12.4,nt,1.7,-10.5,nt,nt,nt
COc1ccc(N(C)S(=O)(=O)c2ccc3c(c2)CC(C)N3C(=O)C2CC2)c(OC)c1 (stereo not drawn),-2.4,-0.3,7.2,7.3,-4.8,9.3,-1.5,18.6,-8.1
CC1(C)Cc2cccc(OCC(=O)OCC(=O)NCc3ccc(F)cc3)c2O1,8.7,-1.9,6.5,-7.3,-4.4,20.4,-15.6,0.7,-1.7
O=C(NC(=S)Nc1ccccc1C(=O)O)c1cncc(Br)c1,-5.6,-0.6,-6.5,-6.2,2.1,-17.9,-11.8,0.9,1.1
O=C(Nc1ccc2c(c1)ncn2-c1ccccc1)c1ccco1,-39.8,2.3,-64.6,-1.1,2.9,-29.1,5.6,-0.5,-67.3
CCOC(CNC(=O)c1ccc(CNC(=O)c2ccc(OC)c(OC)c2)cc1)OCC,3.8,3.3,-11.3,5.2,2.1,-27.2,-1.1,-3.6,2.6
O=C(OCc1ccccc1Cl)c1ccccc1C(=O)c1ccccc1,-27.6,1.1,-26.3,35.5,1.6,-21.8,14.6,22.1,-28.4
CC(C)n1nc(CC(=O)O)c2ccccc2c1=O,20.8,-1.0,-2.3,3.4,2.6,-15.1,4.0,3.6,13.8
CC(C)c1ccc(C(=O)OCC(=O)NC2CCCC2)cc1,6.9,-0.1,-11.6,8.8,2.6,16.0,2.1,-8.6,4.1
CCOc1ccc2nc(C)cc(Nc3ccc(N4CCOCC4)cc3)c2c1,7.3,-2.1,-0.8,nt,1.0,50.0,nt,nt,nt
COc1ccc(NC(=O)CSc2nnc(Cc3ccccc3)c(=O)n2N)cc1OC,-9.6,0.6,-11.2,19.3,1.1,21.5,5.3,0.9,1.7
CCCCN1Cc2c(nc3cc(-c4ccccc4)[nH]n3c2=O)C1=O,19.2,0.1,5.5,4.3,0.6,-4.7,7.7,1.7,8.1
Cc1cc(C(=O)Cn2cnc3cc([N+](=O)[O-])ccc3c2=O)c(C)n1CC1CCCO1 (stereo not drawn),4.0,0.4,-4.7,-2.5,0.7,-7.3,-2.6,1.4,3.5
CCN(C(=O)COC(=O)c1ccc(O)cc1O)c1c(N)n(Cc2ccccc2)c(=O)[nH]c1=O,10.9,0.4,-1.8,-9.2,0.9,4.5,3.6,3.5,0.5
Cc1cc(Cl)c(OCCOCCN2CCCCC2)c(Br)c1,9.0,3.9,-4.8,6.4,0.4,-7.5,-1.1,4.1,6.0
CCCC(=O)Nc1ccc(Cl)c(-c2nc3ncccc3o2)c1,-10.7,1.0,2.0,4.9,-4.4,44.7,-5.4,-14.7,8.8
Cc1nc(C)c(C(=O)O)c(-c2cccs2)c1C(=O)O,8.5,0.5,-7.2,10.7,-1.5,5.9,2.5,1.1,-5.8

# Among those listed so far, 2 have an aryl thioether with sulfur outside any ring:
SMILES,697 NFkB inh,CHOP UPR activ,Jurkat NFkB inh,CCR6 antag,XBP1 UPR activ,Mdm2 MdmX PPI,CXCR6 block,EBI2 block,Gli-Sufu antag
Cc1nnc(SCC(=O)N(C(C)C)C(C)C)[nH]c1=O,5.6,0.7,3.3,3.4,-2.2,14.3,4.9,-5.8,1.3
COc1ccc(NC(=O)CSc2nnc(Cc3ccccc3)c(=O)n2N)cc1OC,-9.6,0.6,-11.2,19.3,1.1,21.5,5.3,0.9,1.7

# (further entries)
SMILES,697 NFkB inh,CHOP UPR activ,Jurkat NFkB inh,CCR6 antag,XBP1 UPR activ,Mdm2 MdmX PPI,CXCR6 block,EBI2 block,Gli-Sufu antag
O=C1CN(c2nnnn2-c2ccccc2)CCN1,10.3,1.6,24.1,-14.7,-5.9,24.6,3.0,-10.0,-11.2
COc1cc(/C=C2/C(=O)ON=C2C)cc(Cl)c1O,0.4,-0.4,0.3,58.9*,-3.6,2.0,33.6,-3.9,23.6
COCCCNC(=O)c1cc2c(-c3ccc(Cl)cc3)nn(C)c2s1,18.8,-2.7,5.7,17.6,-2.2,28.0,-2.9,15.4,-0.6
Cc1cc(OC(C)C)nc(-c2ccccc2O)n1,-13.2,0.1,6.7,6.9,0.3,1.1,-7.0,-1.3,0.3
CCN(CC)CCN1C(=O)c2ccccc2NC1c1ccc(N(C)C)cc1 (stereo not drawn),-5.3,-2.2,-2.3,16.7,-5.5,22.5,3.7,-7.3,2.6
CCN(CC)c1ccc(C2CC(=O)NC3=C2C(=O)CC(C)(C)C3)cc1 (stereo not drawn),-1.5,0.3,13.3,10.7,-3.2,8.5,-14.3,-14.0,1.0
Cc1noc(C)c1NC(=O)N(C)C[C@H]1Oc2ccc(NC(=O)Cn3cnnn3)cc2C(=O)N([C@H](C)CO)C[C@@H]1C,12.8,-0.4,14.4,-4.5,-1.9,1.6,0.6,-2.2,-2.2
CCOC(=O)N/N=C(\CCC(=O)O)c1cccs1,16.8,2.4,14.6,5.5,-2.2,-17.5,-7.1,7.8,6.4
CCC(C(=O)O)N1C(=O)/C(=C/C(C)=C/c2ccccc2)SC1=S (stereo not drawn),-9.5,-0.9,-10.8,10.4,-0.8,-24.7,-1.1,7.9,1.0

# Screening results: PubChem, Sanford-Burnham Center for Chemical Genomics
